LEDGF integ inh – blockers of LEDGF/p75-dependent integrase strand transfer – biochemical, TR-FRET, high throughput, primary screen. inhibition, % at 3.7 µM. AID 743269, 2014. HIV-1 integrase (with human LEDGF/p75). hit rate 0.64% among 370,000. TR-FRET IN-LEDGF/p75 DNA integration, Eu/Cy5;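 active = inhibition above the screen-wide mean plus 3 SD, cut at about 13% in these data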;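 note: signal is the Cy5 over europium emission ratio at 671 and 618 nm; 0% = plate median of compound wells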
UHRF1 MBD2 ctr – UHRF1 methylated DNA binding inhibitors, primary screen, counter-screen for MBD2 inhibitor project, biochemical, TR-FRET, human UHRF1, single concentration | inhibition, % at 4.4 µM | UHRF1 binding to methylated oligo | hit rate 0.75% among 370,000 | E3 ubiquitin-protein ligase UHRF1 (Homo sapiens), Q96T88; in the data active = inhibition above about 21%;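 note: UHRF1 SRA domain binding a hemimethylated CpG hairpin DNA probe; 0% = median of test compound wells and 100% = reference inhibitor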
TDP2 absorb – human TDP2 enzyme inhibitors, primary screen, biochemical, epi absorbance, recombinant enzyme. Tyrosyl-DNA phosphodiesterase 2 (Homo sapiens), O95551. T5PNP hydrolysis, p-nitrophenol absorbance 415 nm. inhibition, % at 12.8 µM. hit rate 0.34% among 370,000;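 active = inhibition above the mean of all tested compounds plus 3 SD, set per campaign, cut at about 25% in these data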;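 note: 0% = DMSO with enzyme and 100% = buffer with substrate but no TDP2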
Target sequence (O95551 whole entry, looked up): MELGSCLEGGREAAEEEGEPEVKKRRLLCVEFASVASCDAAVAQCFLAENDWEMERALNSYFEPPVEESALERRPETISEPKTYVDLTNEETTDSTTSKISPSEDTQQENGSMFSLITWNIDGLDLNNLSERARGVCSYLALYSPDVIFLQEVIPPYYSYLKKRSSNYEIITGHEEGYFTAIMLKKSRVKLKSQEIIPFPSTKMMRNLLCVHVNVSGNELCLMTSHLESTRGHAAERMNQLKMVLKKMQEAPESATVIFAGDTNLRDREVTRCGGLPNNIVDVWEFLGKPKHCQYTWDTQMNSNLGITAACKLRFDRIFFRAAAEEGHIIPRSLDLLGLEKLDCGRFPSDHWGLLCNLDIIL
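Incubation: 2 h at 37 °C; Test system: recombinant human TDP2; Quantity: enzyme 120 nM; Read-out basis: percent inhibition; Medium: 50 mM Tris-HCl pH 7.5 with Mg2+, KCl, DTT, BSA; Repeats: single replicate; Compound: 12.8 µM single point, 1% DMSO; Signal: epi absorbance; Reagent: 5 mM T5PNP chromogenic substrate; Benchmarks: no-enzyme high, DMSO-plus-enzyme low.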
SIAE inh – human SIAE inhibitors, primary screen, biochemical, fluorescence polarization, FP-Rh probe, 1536-well HTS. Sialate O-acetylesterase (Homo sapiens), Q9HAT2. SIAE FP-Rh probe binding. inhibition, % at 9.66 µM. hit rate 0.69% among 370,000;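 active = inhibition above a cutoff: mean of compounds within the control limits plus 3 SD of those, cut at about 17% in these data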;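 note: 0% = plate median of compound wells and 100% = probe without SIAE protein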
TCR-CD3 inh – inhibitors of human TCR-CD3 interaction, primary screen, biochemical, fluorescence, TAMRA-labeled TCR probe; T-cell receptor (TCR); inhibition, % at 9.4 µM; hit rate 0.37% among 360,000; AID 651800, 2012; in the data active = inhibition above about 19%;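 note: recombinant mutant TCR 2C K166C tagged with TAMRA read by polarization; 0% = receptor in buffer alone and 100% = receptor with positive control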
MBD2 inh – inhibitors of MBD2 binding to methylated DNA, primary screen, biochemical, TR-FRET, DNA-binding domain, human; AID 686964, 2013; inhibition, % at 4.4 µM; hit rate 0.31% among 370,000; MBD2 binding to methylated oligonucleotide; in the data active = inhibition above about 13%
Target sequence (Q9UBB5 whole entry, looked up, the tested form may be a part): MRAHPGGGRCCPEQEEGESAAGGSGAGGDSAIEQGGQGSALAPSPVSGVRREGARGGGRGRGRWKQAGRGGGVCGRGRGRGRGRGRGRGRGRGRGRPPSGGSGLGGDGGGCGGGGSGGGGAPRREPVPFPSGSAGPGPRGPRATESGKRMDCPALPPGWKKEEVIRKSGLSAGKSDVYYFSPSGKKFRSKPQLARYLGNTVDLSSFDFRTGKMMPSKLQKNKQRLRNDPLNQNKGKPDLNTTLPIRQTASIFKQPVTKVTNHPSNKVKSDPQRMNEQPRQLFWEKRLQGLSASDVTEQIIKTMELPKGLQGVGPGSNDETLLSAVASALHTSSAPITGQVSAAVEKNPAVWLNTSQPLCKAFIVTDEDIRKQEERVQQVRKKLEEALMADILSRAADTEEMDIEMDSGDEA
Tn7 DDE FP – inhibitors of Tn7 peptide binding to fibrin DD(E), primary screen, biochemical, fluorescence polarization, human fibrin, Tn7 probe | Fibrinogen beta chain (Homo sapiens), P02675 | FP displacement of FITC-Tn7 peptide from fibrin DD(E); 0% = median of compound wells per plate | inhibition, % at 8.3 µM | hit rate 0.13% among 370,000;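 active = inhibition above the mean of compounds falling within the control limits plus 3 SD of them, cut at about 14% in these data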;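 note: 0% = plate median of compound wells and 100% = 10 µM Aha-Tn7 peptide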
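Assay system: Fibrin-DD(E) protein isolated from polymerized human fibrin clots; read-out basis: percent inhibition; medium: Tris/NaCl/CaCl2 buffer, pH 7.8; signal: FP measurement; incubation: 10 min plus 3 h, room temperature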
DDE Tn6 FP inh – inhibitors of Tn6 peptide binding to fibrin DD(E), primary screen, biochemical, fluorescence polarization, human fibrin, Tn6 probe | Fibrin DD(E) TRITC-Tn6 fluorescence polarization displacement | inhibition, % at 8.3 µM | hit rate 0.21% among 370,000;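 active = inhibition above a per-campaign cutoff: mean of compounds within control limits plus 3 SD, cut at about 15% in these data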;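 note: 0% = median of all compound wells on the plate and 100% = blocking peptide control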
PRMT1 inh – PRMT1 methyltransferase inhibitors, primary screen, biochemical, fluorescence polarization. Protein arginine N-methyltransferase 1 (Homo sapiens), Q99873. hit rate 1.3% among 370,000. recombinant PRMT1, activity-based probe fluorescence polarization. inhibition, % at 2.79 µM;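 active = inhibition above about 21% made by adding two undisclosed values, limit read from the data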
KLK7 zymogen act – proKLK7 zymogen activators, primary screen, biochemical, fluorescence intensity | hit rate 0.9% among 370,000 | activation, % at 7 µM | purified proKLK7, EDANS-DABCYL substrate fluorescence; 100% is mature enzyme control, 0% vehicle;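 active = activation above the mean of all tested compounds plus 3 SD, computed per campaign excluding outliers beyond control limits, cut at about 13% in these data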
Target sequence (P49862 whole entry, looked up): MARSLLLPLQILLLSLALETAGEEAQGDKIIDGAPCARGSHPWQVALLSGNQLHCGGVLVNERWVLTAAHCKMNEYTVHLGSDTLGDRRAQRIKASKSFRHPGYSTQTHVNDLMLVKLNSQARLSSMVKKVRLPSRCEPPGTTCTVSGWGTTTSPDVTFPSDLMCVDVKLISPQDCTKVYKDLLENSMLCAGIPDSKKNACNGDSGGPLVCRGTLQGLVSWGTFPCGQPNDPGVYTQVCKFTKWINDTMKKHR
* marks the source's active call; other numbers are inactive results; x = not tested or not shown.

SMILES	LEDGF integ inh	UHRF1 MBD2 ctr	TDP2 absorb	SIAE inh	TCR-CD3 inh	MBD2 inh	Tn7 DDE FP	DDE Tn6 FP inh	PRMT1 inh	KLK7 zymogen act
Nc1ccn([C@@H]2O[C@H](C(=O)N[C@H]3CCCCNC3=O)[C@@H](O)[C@H]2O)c(=O)n1	0	0	-2	-6	1	-3	2	-3	2	-0.7
CCOC(=O)N(O)c1ccc(C=Cc2ccccc2)cc1	8	7	-1	7	4	4	0	-6	-2	0.5
CC1=NN(Cc2ccccc2)C(=O)C1C(c1ccccc1)C(C#N)C#N (centres undefined)	-3	-10	7	8	6	-6	-4	3	0	-0.5
Cc1ccccc1NC(=O)Nc1nc(CN(C)C)cs1	3	2	3	3	-2	3	0	6	-1	-0.4
CCN1CCN(C(=O)c2ccc(Cn3c(=O)[nH]c4cc(OC)c(OC)cc4c3=O)cc2)CC1	0	6	7	1	7	-4	2	4	-4	0.5
COc1ccc(N(CC(=O)NCc2cccs2)S(=O)(=O)c2cccnc2)cc1	0	1	2	-7	3	-1	8	-2	1	0.0
Cc1ccccc1C(=O)O[C@H]1[C@H](Cc2ccccc2)NS(=O)(=O)[C@H]2CC3C=C[C@]12O3	4	3	-3	-15	-5	4	3	-5	3	0.3
CCCOc1ccccc1NC(=O)/C=C/C(N)=O	-4	16	-8	-4	3	7	-3	-1	59*	0.5
COc1ccc(OCc2nnc(SCC(=O)NC3CCCCC3)o2)cc1	1	1	12	5	6	-3	3	8	2	-0.5
c1ccc(NC2=Nc3ccccc3CC2)cc1	-1	0	1	-1	5	0	-6	-3	0	0.0
COc1ccccc1N(CC(=O)NCCSc1ccccc1)S(=O)(=O)c1ccccc1	4	-1	4	1	3	2	3	-2	-2	0.3
Cc1cccc(-c2n[nH]c(=S)n2-c2ccccc2)c1[N+](=O)[O-]	0	-2	2	-3	6	0	-1	0	2	0.4
CCc1nc(N2CCN(C(=O)CCCl)CC2)c2c3c(sc2n1)CCCC3	4	-1	4	-5	2	-4	-1	-5	-5	-0.2
CCSc1nc2sc3c(c2c(=O)[nH]1)CCCC3	1	-3	1	1	10	-2	-4	-5	0	-0.4
COC(=O)C1=C(C(=O)OC)[C@@H]2N(C)c3ccc(OC)cc3[C@@]23C[C@@H](C(=O)OC)N(S(=O)(=O)c2ccc([N+](=O)[O-])cc2)C3=N1	2	2	1	5	2	-2	-5	4	-2	0.1
O=C(COC(=O)c1ccc([N+](=O)[O-])s1)Nc1cccc(S(=O)(=O)NC2=NCCCCC2)c1	-7	3	23	2	-7	-2	4	-1	7	-0.5
CC(C)C(=O)Nc1c(C(=O)N2CCN(c3ncccn3)CC2)oc2ccccc12	3	0	-4	0	-1	0	-2	2	-2	-0.1
COc1ccc(C(=O)NC(=S)NC2CCCCC2)cc1	1	-4	11	4	2	-5	9	8	1	0.1
O=C(CC1(O)C(=O)N(Cc2ccc3c(c2)OCO3)c2ccccc21)c1ccccc1 (centres undefined)	1	-2	5	-1	0	4	7	2	3	0.1
CC1CCCCC1NC(=O)C(Cc1ccccc1)NS(=O)(=O)c1cccs1 (centres undefined)	0	-2	-6	3	1	-3	-4	-4	-4	-0.1
Nc1ccc2c(c1Br)Cc1ccccc1-2	-8	-4	5	8	-6	5	-1	-2	2	0.2
Cc1cc(CN(C)Cc2cn(C)nc2-c2ccc(Oc3ccccc3)cc2)on1	-4	-3	1	0	0	6	3	3	4	0.8
CCSc1nnc2ccc(-c3ccco3)nn12	2	0	-12	-6	-6	-1	-7	5	3	-0.6
Cc1sc2ccccc2c1CNC[C@H]1O[C@@H](n2cnc(C(N)=O)n2)[C@H](O)[C@@H]1O	-1	-2	-10	4	5	-2	-1	-6	-9	-0.2
COCCN1Cc2cccc(C(=O)NC(C)CCc3ccco3)c2C1=O (centres undefined)	-3	5	-10	1	-1	2	5	-1	4	-0.1
SMILES	LEDGF integ inh	UHRF1 MBD2 ctr	TDP2 absorb	SIAE inh	TCR-CD3 inh	MBD2 inh	Tn7 DDE FP	DDE Tn6 FP inh	PRMT1 inh	KLK7 zymogen act
Cn1cnnc1SCc1ccc(C(=O)NN)cc1	1	-2	0	2	3	0	4	-1	-1	0.6
CCc1ccc(NC(=O)N2CCCCCC2)cc1	-4	16	10	2	-3	6	-2	-5	7	-0.8
CC(C)CCNC(=O)c1nn(Cc2ccccc2)c(=O)c2ccccc12	-4	0	2	0	1	-3	-1	2	5	-0.7
O=C(CSC1CN(C(c2ccccc2)c2ccccc2)C1)N/N=C/c1ccccc1	-3	-1	3	-13	-8	3	2	0	2	0.2
Cc1ccc(-c2nc3c(Cl)cc(C(F)(F)F)cn3c2Cc2ccccc2C(F)(F)F)cc1	4	5	-4	-13	1	3	-2	-2	1	0.1
C=CCN=C1S/C(=C\c2ccc(Cl)cc2)C(=O)N1CC=C	1	-6	0	-3	-7	-8	10	1	0	-0.5
COC(=O)NNC(=S)Nc1cc(OC)ccc1OC	-1	2	4	10	7	5	4	-5	-2	0.1
O=C1c2ccccc2C(=O)N1CCC1=CCCCC1	1	-1	5	0	-2	-1	-3	1	1	0.2
O=C(CN1CCOCC1)NCC12CC3CC(CC(C3)C1)C2	3	2	1	-2	4	0	-1	2	-1	1.1
CSCCC(NS(=O)(=O)/C=C/c1ccccc1)C(=O)O (centres undefined)	-2	-2	13	-1	0	-2	6	8	3	0.3
CCOc1ccccc1N1CCN(C(=O)c2ccc(-c3ccc(OC(C)=O)cc3)cc2)CC1	0	1	6	1	2	3	5	-6	-3	-0.1
COc1cc2c3c(cccc3c1)C(=O)N(CCN1CCCC1)C2=O	-3	6	2	0	-6	9	0	-2	4	-12
O=C(OCC(=O)c1cccc2ccccc12)c1ccc(CO)cc1	2	-4	-9	-7	0	-4	-4	1	-4	-0.7
CC(C)CC1NC(=O)N(CC(=O)Nc2ccc3c(c2)CCC3)C1=O (centres undefined)	3	1	-6	-5	5	-5	-6	-4	-3	0.5
COCCCN1C(=O)[C@H](CC(=O)N2CCCC2)[C@]2(C(=O)OC)CCCCC=C12	-2	-4	11	2	x	4	4	-2	1	0.3
CC1(C)CC2(CCCN(C(=S)Nc3ccccc3)C2)CCO1 (centres undefined)	-4	-2	-5	12	0	-1	5	7	-5	0.3
O=C(Nc1cccc(-c2cccc(Cl)c2)c1)C1CCN(Cc2ccon2)CC1	-3	0	-6	-7	2	-2	1	-5	10	0.4
COc1ccccc1NS(=O)(=O)c1ccc(OC)c([N+](=O)[O-])c1	0	1	-7	-12	5	2	3	-2	4	-0.2
O=c1[nH]c(-c2ccccc2)ncc1OCc1ccccc1	-3	-2	0	-5	2	4	4	0	2	-0.3
CN(NS(=O)(=O)c1ccc(Br)cc1)c1nc(C(F)(F)F)nc2ccccc12	-6	2	-7	-3	0	-5	-5	9	1	0.4
COC(=O)c1scc(C#N)c1N/N=C(\C#N)S(=O)(=O)c1ccc(Cl)cc1	4	1	9	1	-3	-6	3	1	0	0.0
CNC(=O)c1cc2c(ccc3ccccc32)o1	1	-1	-7	0	4	0	-1	9	-3	0.8
COCCNC(=O)c1cccc2c1C(=O)c1ccc(N3CCOCC3)cc1S2(=O)=O	0	-7	-27	-3	-4	-16	-1	-8	-1	-0.1
Cc1ccc(S(=O)(=O)Cc2ccc(C(=O)O)o2)cc1	8	22*	-5	-3	8	5	4	0	18	0.4
Cc1cc(C(=O)CCl)c(C)n1-c1c(C)n(C)n(-c2ccccc2)c1=O	2	-1	5	1	5	2	0	4	1	-0.6
SMILES	LEDGF integ inh	UHRF1 MBD2 ctr	TDP2 absorb	SIAE inh	TCR-CD3 inh	MBD2 inh	Tn7 DDE FP	DDE Tn6 FP inh	PRMT1 inh	KLK7 zymogen act
CCOc1cc2sc(N3CCC(C(=O)NCCCN4CCCC4=O)CC3)nc2cc1Br	-10	2	-9	-1	-5	3	8	4	2	-0.2
CC1Cc2ccccc2N1C(=O)CSc1nnnn1C (centres undefined)	1	1	-2	4	3	-7	5	7	-2	0.4
CCOc1ccccc1NC(=O)C1CCCN(S(=O)(=O)c2cccc3cccnc23)C1 (centres undefined)	0	-2	-2	-7	1	-5	8	0	2	0.4
CSc1ccc(CN2CCC(Oc3cccc(C(=O)N4CCCC4)c3)CC2)cc1	-2	8	0	0	-10	7	-4	-6	0	-0.8
N#Cc1nc(Cc2cccc3ccccc23)oc1NCCN1CCCCC1	-4	0	-10	2	1	-4	2	1	-2	-0.2
O=C(NC1CCCCCC1)c1ccco1	-1	2	4	-2	4	-1	3	-3	1	0.8
O=C(O)c1ccccc1-c1ccccc1C(=O)Nc1cccc(-c2nc3ccccc3o2)c1	2	-2	8	-20	0	-3	-3	3	3	0.4
COc1ccc(NC(=O)c2ccc3ccccc3n2)cc1S(=O)(=O)Nc1ccccc1Cl	4	0	1	-42	-2	5	3	-7	2	-0.7
CC1CCC(NC(=O)C2CCC(CNS(=O)(=O)c3ccccc3)CC2)CC1 (centres undefined)	8	7	0	-1	5	2	-3	-3	0	0.1
COc1ccc(/C=N/n2c(N)c(S(=O)(=O)c3cccs3)c3nc4ccccc4nc32)cc1OC	0	-1	-3	-37	4	-4	-2	7	-2	-0.3
N#C/C(=C/c1cn(-c2ccccc2)nc1-c1cccc(OCc2ccccc2)c1)C(=O)NCCCn1ccnc1	-1	4	-13	-17	-12	7	-2	12	-1	-9.0
Cc1occc1-c1nnc(SCC(=O)NC2CC2)n1C(C)C	-2	-1	-5	5	4	-3	-8	-5	1	0.3
c1ccc(Oc2cccc(CN3CCOCC3)c2)cc1	3	1	10	1	9	-2	-2	7	3	0.7
CCOC(=O)N1CCN(C(=O)CNC(=O)c2nn(-c3ccc(OC)cc3OC)c(=O)c3ccccc23)CC1	1	0	-6	4	-5	-5	5	1	-2	0.8
Cc1ccc(S(=O)(=O)N[C@H](C(=O)OCC(=O)N2N=C(c3ccc(Cl)cc3)CC2c2ccco2)C(C)C)cc1 (some centres undefined)	1	-1	17	-5	10	2	3	8	-1	0.0

Screening data (PubChem BioAssay)
